Screening results deposited in PubChem BioAssay by National Center for Advancing Translational Sciences (NCATS).
D2 agonist: agonists of human D2 dopamine receptor; HEK293 T-REx D2 cells, calcium flux agonist mode; 340,000 tested, 0.53% active; activation, % at 2 µM; P14416; AID 485358;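 active means activation over 3 SD above normal in the single-dose calcium agonist read, cut at about 30% in these data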; further: 0% is about no effect
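Tetracycline-induced HEK293 Trex cells with D2 receptor force-coupled to calcium signaling, plated overnight at 30 C and loaded with no-wash calcium dye. Calcium flux read kinetically for 180 s after compound addition; responses flag agonists.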
Vif-A3G inh: blocks the Vif interaction with human APOBEC3G; HeLa A3G-eYFP + Vif (tagged APOBEC3G with the HIV-1 protein that degrades it), YFP fluorescence, overnight; AID 602310; 410,000 tested, 0.076% active; Potency, µM (highest dose often 46.1 µM), for inactives: top-dose activity, negative = active, most hits filed as inhibitors; Q9HC16;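 further: potency means the concentration at half of the fitted maximal effect; on the % scale 0 is the no-effect control and ±100 the full control effect; nearly all actives have a fitted effect of over 60% in size; hits raise eYFP signal because A3G escapes Vif-driven loss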
Target sequence (Q9HC16 whole entry, looked up): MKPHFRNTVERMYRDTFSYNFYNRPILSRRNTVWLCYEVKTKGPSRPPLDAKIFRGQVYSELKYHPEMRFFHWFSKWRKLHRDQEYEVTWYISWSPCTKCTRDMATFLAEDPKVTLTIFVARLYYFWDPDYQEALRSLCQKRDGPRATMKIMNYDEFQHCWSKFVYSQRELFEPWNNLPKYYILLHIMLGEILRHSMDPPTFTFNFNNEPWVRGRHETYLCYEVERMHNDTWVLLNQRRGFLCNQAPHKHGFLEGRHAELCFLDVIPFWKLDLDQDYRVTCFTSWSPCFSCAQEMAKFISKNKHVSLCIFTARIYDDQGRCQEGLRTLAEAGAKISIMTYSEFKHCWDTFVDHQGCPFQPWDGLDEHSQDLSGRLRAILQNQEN
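Read-out is eYFP fluorescence (Ex 488/Em 500-530) from Vif-expressing HeLa A3G-eYFP cells; more signal means A3G escaped Vif-mediated degradation. Cells plated overnight, compound pinned in, incubated overnight at 37 deg C.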
ERG-DNA inh: inhibitors of human ERG Ets domain-DNA interaction. 370,000 tested, 0.028% active. Potency, µM (top dose mostly 76.9 µM), for inactives: top-dose FP activity, negative = inhibition, usual class: inhibitors. AID 624246. P11308. fluorescence polarization, His-ERG Ets domain / labelled DNA; active means well fitted inhibition curve with a large enough effect in the polarisation, with a control signal flat; inconclusive means small, poorly fitted or top-dose-only effect, or effect the other way, or a change in a side signal; inactive means no such curve, though single readings can be large or run the other way; the % refers to the polarisation;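 further: polarization taken with two DNA probes labelled with fluorescein and Texas red; potency means the concentration at half of the fitted maximal effect; % of control where 0% means no effect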
Target sequence (P11308 whole entry, looked up, the tested form may be a part): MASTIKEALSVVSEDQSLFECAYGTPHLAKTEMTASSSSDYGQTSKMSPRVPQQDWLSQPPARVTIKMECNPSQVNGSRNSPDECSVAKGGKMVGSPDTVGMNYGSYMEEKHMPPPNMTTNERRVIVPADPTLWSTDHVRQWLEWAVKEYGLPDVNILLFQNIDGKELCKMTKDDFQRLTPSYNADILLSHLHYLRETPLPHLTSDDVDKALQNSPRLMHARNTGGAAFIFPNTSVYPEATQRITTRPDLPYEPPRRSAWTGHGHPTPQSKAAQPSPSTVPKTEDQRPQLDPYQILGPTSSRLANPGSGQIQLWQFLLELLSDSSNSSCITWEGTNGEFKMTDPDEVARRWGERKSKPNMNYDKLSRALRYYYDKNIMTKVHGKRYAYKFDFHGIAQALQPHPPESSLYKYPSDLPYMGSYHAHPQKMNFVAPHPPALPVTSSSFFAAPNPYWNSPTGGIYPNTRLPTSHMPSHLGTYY
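His-tagged ERG Ets domain (1 uM in the protein solution; 300mM KCl, 50mM Tris-HCl, 1mM EDTA, 1mM DTT, pH 7.5) received compound, then a probe mix of 5 nM fluorescein-DNA and 100nM Texas-615-DNA. Fluorescence polarization was read for both dyes.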
RGS4 inhibitor: human RGS4 inhibition; 390,000 tested, 0.039% active; P49798; Potency, µM (doses to about 114 µM), without a hit: top-dose activity change, negative = inhibition, most hits filed as inhibitors; Transcreener GDP fluorescence polarization, RGS4-accelerated GTP hydrolysis; AID 504845; further: potency means the concentration at half of the fitted maximal effect; on the % scale 0 is the no-effect control and ±100 the full control effect; nearly all actives have a fitted effect of over 75% in size; some results filed as inactive show a strong effect at the top dose
Target sequence (P49798 whole entry, looked up): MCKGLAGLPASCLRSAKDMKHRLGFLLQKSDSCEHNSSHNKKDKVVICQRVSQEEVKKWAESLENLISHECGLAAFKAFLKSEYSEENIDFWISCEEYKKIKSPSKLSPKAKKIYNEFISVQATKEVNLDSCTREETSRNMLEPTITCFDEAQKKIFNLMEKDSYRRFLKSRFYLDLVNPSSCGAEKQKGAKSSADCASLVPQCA
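MLSMR compounds (23 nl, pin-transferred) preincubated 10 min at room temperature with a 500nM (2x) first reagent, then RGS4 at 900nM (2x) plus Transcreener GDP mix added; fluorescence polarization (620/688 nm) read before and after 90 min at 30 °C.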
D2 antag: antagonists of human D2 dopamine receptor; P14416; HEK293 TREx D2 cells, calcium flux, dopamine EC80; inhibition, % at 10 µM; 340,000 tested, 2% active; AID 485344; in the data active means inhibition above about 30%; further: 0% is about no effect
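Read-out: kinetic calcium fluorescence (1 cycle/s) in inducible HEK293 T-REx D2 cells after an EC80 dopamine addition that followed 180 s compound preincubation. Loss of the dopamine response indicates antagonism.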
12-LOX inh: blocks human arachidonate 12S-lipoxygenase | P18054 | 580,000 tested, 1.1% active | Potency, µM (top dose mostly 108 µM), for the others: at the highest dose activity change, negative = inhibition, usual class: inhibitors | purified 12hLO, xylenol orange hydroperoxide absorbance; further: potency means the concentration at half of the fitted maximal effect; on the % scale 0 is the no-effect control and ±100 the full control effect
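Purified human 12hLO at 150 nM in 25 mM Hepes, 0.01% Triton X-100, pH 7.0, preincubated 15 min at room temperature with compound. Reaction started with 40 uM arachidonic acid, 30 min at room temperature. Hydroperoxide measured by Fe-xylenol orange, 573/405 nm absorbance ratio.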
LDHA block: LDHA (human) enzyme inhibition; purified LDHA, NADH/diaphorase-resazurin fluorescence; stronger effect = lower value; activity change, % (values are at about 110 or 230 µM); 480,000 tested, 0.15% active; AID 1347041; in the data active means activity change below about -30%; inconclusive means mostly about -25% to -30%;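 further: plate controls were DMSO wells for no effect and wells without enzyme for full effect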
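Enzyme activity of human lactate dehydrogenase 5 (2 nM; 0.06 mM NADH, 0.2 mM pyruvate, 5 min, RT) is measured via a resazurin/diaphorase fluorescence readout of residual NADH.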
Vif-A3F inh: blocks the Vif interaction with APOBEC3F; 390,000 tested, 0.2% active; Potency, µM (top dose mostly 46.1 µM), for inactives: at the top dose activity, negative = active; HeLa A3F-eYFP + Vif (tagged APOBEC3F with the HIV-1 protein that degrades it), YFP fluorescence increase; further: potency means the concentration at half of the fitted maximal effect; % of control where 0% means no effect; nearly all actives have a fitted effect of over 65% in size
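Fluorescence increase (Ex 488/Em 500-530) after overnight compound treatment at 37 deg C flags inhibition of Vif-driven A3F-eYFP loss in stable HeLa A3F-eYFP/Vif cells seeded overnight beforehand.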
GRP78 ERSR act: induces the endoplasmic reticulum stress response in human glioma cells; U87-MG GRP78 promoter luciferase reporter, 16 h; Potency, µM, inactives show at the top dose activation, actives largely listed as activators; 420,000 tested, 0.02% active; further: potency means the concentration at half of the fitted maximal effect; series mostly up to about 76 µM; % of control where 0% means no effect; nearly all actives have a fitted effect of over 35% in size
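ERSR induction read as luciferase luminescence (Bright-Glo, 10 min at room temperature) in stably transfected human U87-MG glioma cells exposed to compounds for 16 h, using GRP78 as sensor.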
* marks the source's active call; other numbers are inactive results; ? = inconclusive; . = no result given; [ ] = dose if it differs, or a comment. Unless noted, the call rests on the fitted dose curve; in most records, active means well fitted curve in the direction sought with a large enough effect; inconclusive means small, poorly fitted or top-dose-only effect, or another doubt; inactive means no such curve, though single readings can be large; an effect the other way counts as inactive or inconclusive. An excerpt (hit frequency here may not be typical).

[1] O=C(Cc1ccccc1)Nc1c[nH]c(=O)[nH]c1=O
[2] CS(=O)(=O)c1ccc(Cl)c(NC(=O)CCN2C(=O)NC3(CCCC3)C2=O)c1
[3] O=C1NC[C@H](Cc2ccccc2)N(C[C@H]2CCCN2C[C@H](Cc2ccccc2)N2C[C@H](Cc3ccc(O)cc3)N(CCc3ccccc3)C(=O)C2=O)C1=O
[4] Cc1ccc(-n2c(=O)[nH]cc(C(=O)N3CCc4ccccc43)c2=O)cc1C
[5] CC(C)(C)OC(=O)NCCCC[C@H](NC(=O)c1nc[nH]c1C(=O)NC1CCN(C(=O)OC(C)(C)C)CC1)C(=O)OC(C)(C)C
[6] CCOC(=O)c1sc(Nc2ccc(F)cc2)nc1C
[7] CCC1CCCCN1C(=O)CSc1nnc(-c2ccc(Cl)s2)o1 (configuration not stated)
[8] CCOc1cc(/C=N/NC(=O)CCc2n[nH]c(=O)[nH]c2=O)ccc1O

Compound	1	2	3	4	5	6	7	8
D2 agonist	-1.7	.	.	1.6	0.1	-0.2	0.8	3.7
Vif-A3G inh	2.2%	1.4%	7.9%	-0.2%	-10.2%	?	0.2%	-10.9%
ERG-DNA inh	-2.0%	-12.5%	-0.7%	-7.8%	-14.1%	-9.4%	3.2%	0.1%
RGS4 inhibitor	-21.2%	17.3%	-43.3%	5.0%	1.3%	14.3%	-15.0%	17.5%
D2 antag	13.6	.	.	-22.0	19.4	-12.4	-4.6	0.2
12-LOX inh	2.4%	-1.5%	?	3.5%	7.2%	-0.4%	-23.3%	10.3%
LDHA block	-2.0	-10.0	-10.7	-3.4	-6.4	-9.4	-1.7	-0.4
Vif-A3F inh	11.9%	-7.4%	2.2%	-2.9%	-5.1%	-4.3%	-0.6%	-3.8%
GRP78 ERSR act	-4.4%	-0.7%	5.6%	-1.8%	-3.0%	4.7%	6.7%	-1.1%

[9] CCC(C)NC(=O)C1CCN(S(=O)(=O)c2cccc3cccnc23)CC1 (configuration not stated)
[10] COc1ccc(C2NC(=O)c3sc4nc(C)c(C(C)=O)c(-c5ccc(Cl)cc5)c4c3N2)cc1 (configuration not stated)
[11] CCCn1c(=NC(=O)c2cc3ccccc3o2)c(C(=O)OCC)cc2c(=O)n3ccccc3nc21
[12] COc1ccc(OC)c(C2C3=C(CC(C)(C)CC3=O)Nc3nnnn32)c1 (configuration not stated)
[13] O=C(c1ccc(F)cc1)N1CCCC(c2nc(-c3ccncc3)no2)C1 (configuration not stated)
[14] Cc1cccc(Cn2c(SCc3ccc(C(=O)NCc4cccs4)cc3)nc3ccncc32)c1
[15] O=C(NCCc1ccccc1F)C1CCC(=O)N(CCCN2CCCC2=O)C1 (configuration not stated)
[16] CCOP(=O)(OCC)C(Nc1cccc(C(F)(F)F)c1)c1ccc(F)cc1 (configuration not stated)

Compound	9	10	11	12	13	14	15	16
D2 agonist	-0.1	0.3	0.3	0.4	0.4	1.3	-0.9	-0.9
Vif-A3G inh	5.3%	-12.7%	-3.3%	1.5%	-0.7%	-12.2%	0.3%	-0.1%
ERG-DNA inh	-6.6%	-2.8%	-11.4%	-11.7%	-10.6%	16.6%	-4.6%	-4.4%
RGS4 inhibitor	-3.2%	-13.2%	-1.6%	28.2%	5.4%	-24.8%	10.6%	9.7%
D2 antag	12.7	-17.3	.	0.9	10.7	.	-4.3	-6.4
12-LOX inh	4.9%	6.4%	8.2%	-12.9%	-2.2%	-1.4%	11.2%	-0.5%
LDHA block	-0.8	-6.0	-2.2	-3.5	-8.1	-1.4	-1.3	2.7
Vif-A3F inh	-1.4%	1.5%	-16.6%	0.9%	9.6%	-5.6%	2.7%	0.5%
GRP78 ERSR act	-1.6%	-7.0%	-0.1%	-4.5%	-3.5%	-0.2%	-3.3%	-4.7%

[17] CCC(=O)N1CCc2cc(Br)cc(S(=O)(=O)N3CCCC(C(=O)NCc4cccc(OC)c4)C3)c21 (configuration not stated)
[18] Cc1nc(C(C)N(C)Cc2nc(Cc3ccccc3F)no2)c(C)s1 (configuration not stated)
[19] CNC(=O)C12N=CNN=C1N(C)C(=O)N2C (configuration not stated)
[20] O=C(O)CCC(=O)Nc1ccc(F)cc1
[21] Cc1c(NC(=O)C(c2ccccc2)c2ccccc2)cccc1C(=O)O
[22] COc1ccccc1C(=O)NCCC(=O)N1CCN(C(=O)c2ccco2)CC1
[23] COc1ccc(NC(=O)N(C2CCCCC2)C(C)c2ccco2)c(OC)c1 (configuration not stated)
[24] c1cncc(C(c2nnnn2C2CCCC2)N2CCN(Cc3ccc4c(c3)OCO4)CC2)c1 (configuration not stated)

Compound	17	18	19	20	21	22	23	24
D2 agonist	-0.2	-0.3	0.1	0.0	0.8	0.4	-1.2	20.8
Vif-A3G inh	-1.5%	3.1%	7.0%	1.0%	-10.6%	1.0%	0.1%	-0.4%
ERG-DNA inh	-1.2%	-5.3%	-4.8%	-6.5%	21.5%	5.2%	.	.
RGS4 inhibitor	14.1%	-20.6%	-50.5%	37.0%	1.1%[56.9 µM]	23.0%	-24.2%	34.3%
D2 antag	.	-5.0	-2.4	-0.2	22.1	-4.2	-15.7	-3.6
12-LOX inh	-9.1%	-2.8%	-1.4%	0.0%	0.0%	27.2%	6.4%	20.5%
LDHA block	-2.3	-8.8	-11.9	-4.7	-3.4	-2.8	7.3	-3.1
Vif-A3F inh	-2.7%	2.9%	-11.1%	.	-11.9%	0.1%	-7.2%	-4.9%
GRP78 ERSR act	-2.3%	-0.2%	1.3%	-3.0%	7.2%	-0.8%	-0.9%	-1.1%

[25] COc1ccc(S(=O)(=O)N2CCOCC2)cc1NC(=O)Cc1ccc(F)cc1
[26] COc1ccc(CCNC(=O)CCN2N=C(c3ccccc3)CCC2=O)cc1OC
[27] CCc1nc2ccc(C(=O)N(C)CCCN(C)C)cn2c1N(C)Cc1cc2ccccc2s1
[28] COc1ccc(CNC(=O)C2CC(C)=C(C)CC2C(=O)O)cc1OC (configuration not stated)
[29] Cc1ccc(NC(=O)CSC(C)C(=O)OCC(=O)N2CCN(C(=O)c3ccco3)CC2)cc1 (configuration not stated)
[30] O=c1[nH]c(S)c(/C=C2\C=Nc3ccccc32)s1
[31] O=C(CCNC(=O)c1ccco1)Nc1ccc(OC(F)F)c(Cl)c1
[32] COc1ccc(Nc2ncnc3c2cnn3-c2cc(Cl)ccc2C)cc1OC

Compound	25	26	27	28	29	30	31	32
D2 agonist	.	0.0	.	0.3	-0.1	0.2	4.9	.
Vif-A3G inh	-2.5%	0.6%	-2.6%	6.2%	0.6%	0.7%	-3.3%	-11.3%
ERG-DNA inh	.	-3.3%	.	0.4%	-10.9%	16.9%	4.9%	-7.8%
RGS4 inhibitor	.	1.9%	.	0.6%	-16.4%	-36.2%	21.4%	11.4%
D2 antag	.	.	.	8.7	-5.7	20.7	11.6	.
12-LOX inh	-3.0%	-13.5%	?	-12.7%	-15.5%	-3.3%	-12.1%	-29.2%
LDHA block	-1.4	-7.0	-10.2	-4.2	-1.3	0.6	-7.7	10.7
Vif-A3F inh	-0.7%	-1.3%	.	-1.4%	0.0%	?	0.5%	5.7%
GRP78 ERSR act	-3.8%	-4.3%	-5.2%	-2.9%	-6.4%	2.0%	3.5%	1.1%

[33] C=C(C)Cn1c2ccc(NC(=S)NCc3ccccc3F)cc2c(=O)n1C
[34] CC(C)(C)c1cc[n+](-c2nc([O-])sc2C=O)cc1
[35] CNC[C@H]1OCc2ccccc2-c2ccccc2C(=O)N([C@H](C)CO)C[C@H]1C
[36] Cc1ccc(C(=O)C2=C(O)C(=O)N(c3ncccn3)C2c2ccc(Cl)cc2)o1 (configuration not stated)
[37] CCCC(=O)Nc1ccc(Br)cn1

Compound	33	34	35	36	37
D2 agonist	.	0.8	.	0.2	-1.0
Vif-A3G inh	-3.9%	-7.2%	-4.7%	-2.2%	3.3%
ERG-DNA inh	.	6.5%	.	-2.4%	3.3%
RGS4 inhibitor	.	11.2%	.	-6.5%	-14.0%
D2 antag	.	-26.3	.	-0.7	-6.5
12-LOX inh	?	0.8%	-1.4%	?	40.1%[activator]
LDHA block	25.3	0.2	-7.6	2.9	-2.3
Vif-A3F inh	.	-0.1%	-7.5%	8.5%	-5.2%
GRP78 ERSR act	-1.6%	-5.2%	-4.8%	1.6%	-1.1%

Complete entries from above. Order of screens: D2 agonist, Vif-A3G inh, ERG-DNA inh, RGS4 inhibitor, D2 antag, 12-LOX inh, LDHA block, Vif-A3F inh, GRP78 ERSR act
C=C(C)Cn1c2ccc(NC(=S)NCc3ccccc3F)cc2c(=O)n1C is listed with ., -3.9%, ., ., ., ?, 25.3, ., -1.6%
CC(C)(C)c1cc[n+](-c2nc([O-])sc2C=O)cc1 is listed with 0.8, -7.2%, 6.5%, 11.2%, -26.3, 0.8%, 0.2, -0.1%, -5.2%
